KCNQ2 block: KCNQ2 potassium channel inhibitors, primary screen, cell-based, CHO-K1, FluxOR thallium flux, B-score (AID 2156); O88943; 20 min; active compounds read low; B-score at 10 µM; 310,000 compounds, 1.1% hits;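 active = fluorescence ratio B-score at most minus 3 library SDs, with starting brightness B-score within 2 library SDs, cut at about -5.5 in these data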
Target sequence (O88943 whole entry, looked up): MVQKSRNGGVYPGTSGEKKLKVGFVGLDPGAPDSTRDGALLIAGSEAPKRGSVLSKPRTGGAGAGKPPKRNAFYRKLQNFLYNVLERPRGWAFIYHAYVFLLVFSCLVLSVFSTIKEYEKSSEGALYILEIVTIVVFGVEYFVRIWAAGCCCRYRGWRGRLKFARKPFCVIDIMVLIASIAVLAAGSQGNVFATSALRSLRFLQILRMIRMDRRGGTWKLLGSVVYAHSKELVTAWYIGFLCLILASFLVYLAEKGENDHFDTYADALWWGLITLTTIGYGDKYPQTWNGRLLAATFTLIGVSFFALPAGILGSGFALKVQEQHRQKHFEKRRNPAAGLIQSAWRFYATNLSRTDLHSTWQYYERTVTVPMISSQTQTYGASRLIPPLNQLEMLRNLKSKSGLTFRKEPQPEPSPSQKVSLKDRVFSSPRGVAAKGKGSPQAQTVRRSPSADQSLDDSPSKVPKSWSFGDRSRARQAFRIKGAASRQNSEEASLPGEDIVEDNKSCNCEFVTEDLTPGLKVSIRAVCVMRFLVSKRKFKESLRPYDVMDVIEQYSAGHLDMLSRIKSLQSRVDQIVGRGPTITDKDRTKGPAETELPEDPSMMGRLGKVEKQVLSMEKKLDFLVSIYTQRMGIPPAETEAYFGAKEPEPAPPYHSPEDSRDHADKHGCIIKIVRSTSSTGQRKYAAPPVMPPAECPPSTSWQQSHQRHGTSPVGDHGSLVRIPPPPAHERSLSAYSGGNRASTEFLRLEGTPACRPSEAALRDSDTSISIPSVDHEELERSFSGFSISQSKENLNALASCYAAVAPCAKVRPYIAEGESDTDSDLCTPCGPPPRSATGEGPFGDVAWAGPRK
CHT inh: human CHT choline transport inhibition. B-score at 10 µM. 310,000 compounds, 0.86% hits. CHT-expressing cells, membrane potential dye, choline response; active compounds read low;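 active = B-score over 3 SD under the library average, and starting fluorescence ratio not unusually high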;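 note: choline stimulus applied at its EC90 after an EC20 pre-addition; B-score computed on integrated fluorescence ratio after choline addition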
* = called active by the depositor; i = inactive; / = not tested or not shown.

Order of results – KCNQ2 block | CHT inh
- Cc1ccc(CNCC(=O)Nc2cccc(S(=O)(=O)NC3=NCCCCC3)c2)cc1
→ i | i
- O=C(NNC(=O)c1cccc(Br)c1)C(=O)N1CCCCC1
→ i | i
- O=C1/C(=C/c2ccccc2)NC(=S)N1C(c1ccccc1)c1ccccc1
→ i | i
- Cn1nnnc1SCc1nnc(-c2ccc(Cl)cc2)o1
→ i | i
- Cc1cccc(NC(=O)c2ccccc2NC(=O)C(C)(C)C)n1
→ i | i
- CN(C(=O)c1ccno1)c1nnc(-c2cccnc2)s1
→ i | i
- C/C=C/Cn1c(SCCCc2ccccc2)nc2c1c(=O)[nH]c(=O)n2C
→ i | i
- COc1ccc(-c2cn[nH]c2-c2ccc(OCC(=O)NN)cc2O)cc1
→ i | i
- O=C(Oc1cc2oc(=O)cc(-c3ccccc3)c2cc1Cl)C1CCCCC1
→ i | i
- COc1ccc(OCc2nnc(SCC(=O)Nc3ccccc3Cl)o2)cc1
→ i | i
- Cc1ccc2[nH]c(=O)c(CN(C)S(=O)(=O)c3cccc4nonc34)cc2c1
→ i | i
- O=C(Nc1cccc(O)c1)c1ccc(Br)cc1
→ i | i
- COc1ccccc1NC(=O)c1ccc(S(=O)(=O)NCc2ccco2)cc1
→ i | i
- O=C(N/N=C/c1ccc(Br)o1)c1cc([N+](=O)[O-])cc([N+](=O)[O-])c1
→ i | i
- Cc1ccc(CSCCNC(=O)CN(c2cc(C)ccc2C)S(C)(=O)=O)cc1
→ i | i
- CC(C)NCC(O)COC1C2CC3CC(C2)CC1C3 (stereo not given)
→ i | i
- CN(C(=O)COC(=O)COc1ccc(Cl)cc1Cl)c1c(N)n(Cc2ccccc2)c(=O)[nH]c1=O
→ i | i
- Nc1nc(SCCOc2ccccc2)n[nH]1
→ i | i
- CCCC1CC(C)(C(=O)CSc2n[nH]c(-c3ccccc3)n2)OC1=O (stereo not given)
→ i | i
- COC(=O)/C=C/c1ccc(-n2cncn2)cc1
→ i | i
- O=C1C2C3c4ccccc4C(c4ccccc43)[C@@H]2C(=O)N1c1ccccn1 (stereo not given in full)
→ i | i
- C=CCSc1nnc(-c2ccncc2)n1-c1ccc(OCC)cc1
→ i | -5.5*
- COc1cccc(N2CCN(c3ccc4nnc(CCC(=O)N5CCN(C)CC5)n4n3)CC2)c1
→ i | i
- Cc1ccc(C(=O)OCC(=O)Nc2ccccc2C(F)(F)F)cc1S(=O)(=O)N1CCOCC1
→ i | i
- O=C(N/N=C/c1cccc(F)c1)c1c(O)c2ccccc2[nH]c1=O
→ i | i
- C/C(=C\C(=O)c1ccc(C)o1)Nc1ccc(C(=O)O)cc1C
→ / | i
- COc1ccc(C2CC(C(F)(F)F)n3nc(C(=O)NCc4c(C)nn(C)c4C)c(Cl)c3N2)cc1 (stereo not given)
→ i | i
- Cc1nc2n(c(=O)c1CCN1CCC(c3noc4cc(F)ccc34)CC1)CCCC2
→ i | i
- CC1CCCN(Cc2nc3c(c(=O)n(C)c(=O)n3C)n2CC(N)=O)C1 (stereo not given)
→ i | i
- CC(C)CCC1CC(CSC(=N)N)OC1=O (stereo not given)
→ i | i
- O=C(NCCN1C(=O)S/C(=C\c2ccc(Cl)cc2Cl)C1=O)C1=COCCO1
→ i | i
- Cc1onc(-c2ccccc2)c1C(=O)N1CCN(c2ccc([N+](=O)[O-])cc2)CC1
→ i | i
- O=C(Nc1cccc(-c2ccc(F)cc2)c1)C1CCCN(C(=O)c2cscn2)C1 (stereo not given)
→ i | i
- CCOC(=O)c1sc(N(Cc2ccccc2)C(=O)CCl)nc1C
→ i | i
- CCOC(=O)c1c(C)nc2sc3c(=O)n(-c4ccc(C(C)=O)cc4)cnc3c2c1-c1ccc(OC)cc1
→ i | i
- Cc1onc(-c2ccccc2)c1C(=O)NNC(=S)NC(=O)c1ccc(F)cc1
→ i | i
- O=C(N/N=C/c1ccco1)c1ccccn1
→ i | i
- CCOc1ccc(N2C(=O)CC(n3nc(C)cc3C)C2=O)cc1 (stereo not given)
→ i | i
- COC(=O)c1ccc(N2CCN(CC(=O)c3ccc(-c4ccccc4)cc3)CC2)c([N+](=O)[O-])c1
→ i | i
- COc1ccc(/C=N/NC(=O)CN2CCCc3ccccc32)c(OC)c1
→ i | i
- CCC(C)C1C(C#N)=C(N)Oc2n[nH]c(C)c21 (stereo not given)
→ i | i
- O=C(Nc1ccc(-c2cn3ccsc3n2)cc1)C1CCCC1
→ i | i
- COCCNC(=S)N/N=C/c1ccc(OCc2ccc(C(=O)OC)cc2)c(OC)c1
→ i | i
- COc1cccc(C(=O)C2CCCN(Cc3cccc(-n4nc(C)cc4C)c3)C2)c1 (stereo not given)
→ i | i
- O=c1c2ccccc2oc2nc(-c3cccs3)n(CCc3ccccc3)c(=O)c12
→ i | i
- Cc1cc2cccc(C)c2nc1SCC(=O)NNC(=O)c1ccco1
→ i | i
- CCCNC(=O)CCc1c(C)nc2c(c(C)nn2-c2ccc(C)cc2)c1C
→ i | i
- CCn1c(C)[n+](CCOCC[n+]2c(C)n(CC)c3cc(Cl)c(Cl)cc32)c2cc(Cl)c(Cl)cc21
→ / | i
- COc1ccc(-c2[nH]c(-c3cccc(OC)c3)nc2SCC(=O)NCc2ccco2)cc1
→ / | i
- Cc1ccc(C)c(C2NC(=O)c3ccccc3N2)c1 (stereo not given)
→ -5.6* | i
- CN(C)c1ccc(NC(=O)CSc2nc3ccccc3c(=O)n2C2CCCCC2)cc1
→ i | i
- O=C(Cc1ccccc1)Nn1cnc2ccccc21
→ i | i
- Cc1ccc(S(=O)(=O)NCCC(=O)NCC(=O)Nc2c(C)cccc2C)cc1C
→ i | i
- CC1(C)NC(=O)N(CC(=O)OCC(=O)Nc2cccc(S(N)(=O)=O)c2)C1=O
→ i | i
- COc1ccc([C@H]2[C@H](C(=O)OC(C)(C)C)N3N=Cc4ccccc4C3C23C(=O)c2ccccc2C3=O)c(OC)c1 (stereo not given in full)
→ i | i
- NC1=NC(=O)/C(=C/c2cc(Br)c(O)c(Br)c2)S1
→ i | i
- Cc1nc(C(=O)NNC(=O)Nc2ccccc2)cs1
→ i | i
- CC1CCN(C(=O)COC(=O)CCCN2C(=O)c3cccc4cccc(c34)C2=O)CC1
→ i | i
- O=C(Cn1nc(Cc2ccncc2)c2ccccc2c1=O)N1CCN(C(=O)c2ccco2)CC1
→ i | i
- Cc1cc2oc(C(=O)Nc3nonc3C)c(C)c2cc1C
→ i | i

The list goes on.
Order of results – KCNQ2 block | CHT inh
- O=C(NC1CCCC1)C(c1ccncc1)N(CCCN1CCOCC1)C(=O)c1ccc(-c2ccccc2)[nH]1 (stereo not given)
→ i | i
- CC1CCN(c2ccc(C(=O)OCC(=O)NCCN3C(=O)CSC3=O)cc2[N+](=O)[O-])CC1
→ i | i
- COc1ccc(NS(=O)(=O)c2ccc(Cl)c(C(=O)O)c2)cc1S(=O)(=O)N1CCCCC1
→ i | i
- CC(=O)Oc1ccc(N2C(=O)C3C(C2=O)C2(C)C=CC3(C)O2)cc1 (stereo not given)
→ / | i
- COc1ccccc1NS(=O)(=O)c1c(C)[nH]c(C)c1C(=O)N1CCCC1
→ i | i
- Cc1ccccc1CC(=O)N1CCCC(CCC(=O)N2CCN(c3ccccn3)CC2)C1 (stereo not given)
→ i | i
- CCOc1ccc(NC(=S)N=Nc2c(O)[nH]c3ccccc23)cc1
→ i | i
- Oc1ccc(N=Nc2n[nH]c(-c3ccccc3)n2)cc1
→ i | i
- Nn1c(SCC(=O)Nc2ccc3c(c2)OCCO3)nncc1=O
→ i | i
- Cc1cccc(NC(=O)NCc2ccc3[nH]c(C)cc3c2)c1
→ i | i
- Cc1nonc1OCC(C)(COc1nonc1C)NC(=O)c1ccc(Cl)cc1
→ i | i
- Cc1ccc(S(=O)(=O)N2CCN(C(=O)c3ccc(-n4cncn4)c([N+](=O)[O-])c3)CC2)cc1
→ i | i
- COc1cc(/C=C/C(=O)OCC(=O)NC(=O)NC2CCCCC2)ccc1OC(F)F
→ i | i
- COc1ccc(C(=O)c2sc3nc(C)cc(-c4cccs4)c3c2N)cc1
→ i | /
- O=C(Nc1ccc(F)cc1F)c1sccc1SCc1cccc(C(F)(F)F)c1
→ -5.9* | i
- CCOC(=O)c1c(NC(=O)COc2ncnc3sccc23)sc2c1CCC2
→ i | i
- O=C(Nc1ccc(/C=C/c2nc3ccccc3o2)cc1)c1cccc(C(F)(F)F)c1
→ i | i
- CC(=O)Nc1ccc(NC(=O)C/C(C)=N/NC(=O)C(=O)Nc2ccc(C)c(Cl)c2)cc1
→ i | i
- O=C(NCc1ccc(F)cc1)c1ccc(NC(=O)C2CCCO2)cc1 (stereo not given)
→ i | i
- COc1ccc2[nH]c3c(=O)n(Cc4ccc(C(=O)N5CCCCCC5)cc4)c(=S)[nH]c3c2c1
→ i | i
- CCCCCCN1C=CC=C/C1=C\C=C(C#N)C#N
→ i | i
- Cc1nn(-c2ccc(Cl)cc2)c(N)c1C(O)(CSc1nccn1C)C(F)(F)F (stereo not given)
→ / | i
- COc1ccnc(N=CNOCc2ccc(Cl)cc2)c1C#N
→ i | i
- COC(=O)CSc1nnc(-c2sc3ccccc3c2Cl)o1
→ i | i
- Cn1c(N)c(C(=O)/C=C/c2ccccc2)c(=O)[nH]c1=O
→ i | i
- CCCCNC(=O)CC1N=C2c3ccccc3N=C(SCC(=O)Nc3cccc(OC)c3)N2C1=O (stereo not given)
→ i | i
- CCOC(=O)c1oc2cc(O)c(CC)cc2c(=O)c1-c1ccc2c(c1)OCCO2
→ i | i
- COC(=O)c1ccc(N2CCN(C(=O)c3ccccc3)CC2)c(NC(C)=O)c1
→ i | i
- COc1cc(OC)cc(-n2c3nc4ccccc4nc3c3c(=O)n(CC4CCCO4)cnc32)c1 (stereo not given)
→ i | i
- CCNc1c([N+](=O)[O-])ncn1C
→ i | i
- COc1ccc(N2C(=O)c3ccccc3NC2c2ccc(OC)c(CN3CCOCC3)c2)cc1 (stereo not given)
→ i | i
- CCOC(=O)c1nc(Nc2ccccc2C)c2ccccc2n1
→ i | i
- Cc1ccc(C)c(N2CCN(C(=S)Nc3ccc4nc(N5CCN(C)CC5)cc(C)c4c3)CC2)c1
→ i | i
- Cn1c(-c2ccc3ccccc3n2)[n+](C)c2ccccc21
→ i | i
- O=C(N/N=C\C=C\c1ccco1)c1cncc(Br)c1
→ i | i
- Clc1ccc(-c2nnc(C3CCCCC3)o2)cc1
→ i | i
- CC(=O)OCCCNc1cc(Sc2nc3ccccc3s2)c2nonc2c1[N+](=O)[O-]
→ i | i
- Cc1cc(C(C#N)c2ccccc2)n2ncnc2n1 (stereo not given)
→ i | i
- CC(=O)N1CCCc2cc(S(=O)(=O)NCc3ccc(C)cc3)ccc21
→ i | i
- Nc1c(S(=O)(=O)c2ccccc2)c2nc3ccccc3nc2n1CCN1CCOCC1
→ i | i
- COc1ccc(C(=O)C[n+]2cn(C(F)F)c3ccccc32)c(F)c1
→ i | i
- O=C(Cn1ncc2c1-c1ccccc1OC2)N1CCN(Cc2ccc3c(c2)OCO3)CC1
→ i | i
- CCC(C)(C)c1ccc(OCCCC[n+]2ccc(C)cc2)c(C(C)(C)CC)c1
→ i | i
- Cc1nn(-c2ccccc2)c(C)c1C(=O)OCc1ccc(C#N)cc1
→ i | i
- O=S(=O)(Nc1ccc(Cl)c(Cl)c1)N1CCOCC1
→ i | i
- O=C(NC1CCCCC1)c1ccc(CNc2nc(=S)[nH]c3ccccc23)cc1
→ i | i
- CO/N=C(/CS(=O)(=O)Cc1ccccc1Cl)c1ccc(Cl)cc1Cl
→ i | i
- COc1ccc2cc(C(=O)/C=C/c3cc(OC)c(O)c(OC)c3)ccc2c1
→ i | i
- CN(c1ccccc1)S(=O)(=O)c1cccc(NC(=O)CSc2nncn2C)c1
→ i | i
- O=C(NC1CCCCC1)NC1CC2CCC(C1)N2C(=O)NC1CCCCC1 (stereo not given)
→ i | /
- COc1ccc(Cl)cc1NC(=O)C(C)N1CCN(c2ccccn2)CC1 (stereo not given)
→ i | i
- CCC(=O)N1CCc2cc(S(=O)(=O)N3CCN(c4ccccc4Cl)CC3)ccc21
→ i | i
- CCN(C(=O)c1ccc2c(SCC(=O)O)c3c(nc2c1)CCC3)c1cc(Cl)ccc1OC
→ i | i
- COc1ccc(Cl)cc1NC(=O)Cn1c(=O)oc2ccccc21
→ i | i
- CCN1C(=O)C(O)(C2COC(C)(C)CC2=O)c2ccccc21 (stereo not given)
→ i | i
- COc1ccc(Cl)cc1NC(=O)C[n+]1ccccc1
→ i | i
- COc1ccc(NC(=O)CNC(=O)Cc2ccccc2)cc1
→ i | i
- Cc1cc(/C=C2\C(=N)N3N=C(CC(=O)N4CCOCC4)SC3=NC2=O)c(C)n1-c1ccccc1
→ i | i
- O=C(Nc1ccc(-n2nncc2-c2ccco2)cc1)c1cc2ccccc2oc1=O
→ i | i
- Cc1ccc(NC2CCCN(C(=O)c3ccc(-n4ccnc4)cc3)C2)cc1C (stereo not given)
→ i | i
- COc1nc(N(C)C)nc(N(C#N)S(=O)(=O)c2ccc(C)cc2)n1
→ i | i

Bioassay records (PubChem BioAssay)
